Compound activity from PubChem.
hiPSC survival = hiPSC single-cell survival enhancement; AID 602274; ATPlite luminescence; 100% = ROCK inhibitor wells, 0% = DMSO; 0.044% of 360,000 active; survival enhancement, % at 20 µM; in the data active means survival enhancement above about 18%;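 further: cells exposed to compounds for 16 hours before the ATP read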
HTR2A ag = agonists of mouse serotonin 5-HT2A receptor (HTR2A); CHO-K1 mHTR2A beta-arrestin complementation, luminescence; percent of 30 µM serotonin response; activation, % at 7.6 µM; 0.66% of 360,000 active; P35363;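 active means activation above a run cutoff, the mean activation of all tested compounds plus 3 SD, cut at about 14% in these data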;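 further: 0% = plate median of compound wells and 100% = 30 µM serotonin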
aDG glyco act = increases alpha dystroglycan glycosylation; Pro5-aDG cells, alpha-DG glycosylation AlphaScreen (IIH6); 0% Pro5, 100% B10-LARGE cell signal; activation, % at 10 µM; 0.22% of 360,000 active;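 active means activation of at least 8% versus controls, or a plate z-score of at least 8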;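 further: Pro5 are CHO cells carrying HIG-tagged alpha-DG that lacks glycosylation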
Granule exo inh = blocks lytic granule exocytosis | TALL-104 LAMP-1 surface exposure, flow cytometry; cells stimulated with thapsigargin and PMA | inhibition, % at 10 µM | 0.66% of 360,000 active | AID 651702;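 active means inhibition above about 55%, limit read from the data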
CaV13 ICDI inh = Disruptors of the CACNA1D IQ motif to Ca2+-dependent inactivation inhibitor domain association, primary screening, Förster resonance energy transfer in intact living …; 0.098% of 340,000 active; inhibition, % at 12.3 µM; HEK cells, CFP/YFP FRET ICDI-IQ, plate reader, 10 min; percent FRET-ratio fall versus neutral wells;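 active means mean replicate inhibition of at least 30% and at least 1% of replicates passing that level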;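 further: 0% = median of the neutral control wells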
PDI inh = blocks human protein disulfide isomerase activity; P07237; PDI insulin aggregation turbidity, A650, 90 min; inhibition, % at 10 µM; 0.052% of 350,000 active; AID 588391;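 active means mean inhibition across replicates of 30% or more, whatever share of single replicates reach that level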;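 further: absorbance from insulin aggregation driven by PDI reduction with DTT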
ABCB6 inh MLPCN = inhibitors of human ABC transporter ABCB6 | fluorescence ratio to DMSO, % at 10 µM | 0.19% of 360,000 active | Q9NP58 | K562-ABCB6 porphyrin accumulation, flow cytometry, 1 h; stronger effect = lower value;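 active means fluorescence ratio to DMSO below 75%, the collection mean minus 3 SD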;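 further: signal is porphyrin accumulated inside mitochondria; 100% equals median channel fluorescence of DMSO control wells; lower ratio means ABCB6 inhibition with less porphyrin fluorescence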
Target sequence (Q9NP58 whole entry, looked up): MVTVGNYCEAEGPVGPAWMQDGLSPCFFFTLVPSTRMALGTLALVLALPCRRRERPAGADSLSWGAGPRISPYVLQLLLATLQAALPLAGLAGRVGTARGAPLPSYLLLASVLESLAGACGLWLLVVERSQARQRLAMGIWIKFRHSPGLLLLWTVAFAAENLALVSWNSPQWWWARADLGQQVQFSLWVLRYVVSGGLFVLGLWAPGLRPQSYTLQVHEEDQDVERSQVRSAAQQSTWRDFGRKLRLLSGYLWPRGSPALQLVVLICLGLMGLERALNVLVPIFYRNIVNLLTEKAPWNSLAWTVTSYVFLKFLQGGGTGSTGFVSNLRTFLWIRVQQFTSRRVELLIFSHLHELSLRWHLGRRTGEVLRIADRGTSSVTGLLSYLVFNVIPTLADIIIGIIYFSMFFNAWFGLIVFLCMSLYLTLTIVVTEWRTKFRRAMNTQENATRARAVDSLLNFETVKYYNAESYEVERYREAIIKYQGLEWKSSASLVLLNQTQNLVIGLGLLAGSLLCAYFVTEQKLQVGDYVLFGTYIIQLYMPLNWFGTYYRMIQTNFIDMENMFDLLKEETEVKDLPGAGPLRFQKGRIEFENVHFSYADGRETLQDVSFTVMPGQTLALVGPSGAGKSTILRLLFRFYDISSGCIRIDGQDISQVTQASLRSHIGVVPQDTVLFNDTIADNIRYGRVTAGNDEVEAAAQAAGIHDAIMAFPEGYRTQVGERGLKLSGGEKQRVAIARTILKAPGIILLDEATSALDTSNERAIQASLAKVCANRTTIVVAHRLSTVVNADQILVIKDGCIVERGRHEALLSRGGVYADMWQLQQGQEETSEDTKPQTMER
Glyco luc inh = blocks N-linked glycosylation in D54 reporter cells; D54 ERlucT glycosylation luciferase reporter, 24 h; percent of 100 nM tunicamycin response; reporter increase, % at 12.5 µM; 0.23% of 360,000 active;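 active means mean luciferase reporter signal, scaled so untreated is 0 and the glycosylation-blocking control 100, at or above a set limit in every replicate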;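 further: luciferase carries N-glycosylation sites so blocking glycosylation raises the light; 0% = median of neutral control wells and 100% = median of 100 nM tunicamycin wells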
Vif inh = blocks HIV Vif function; HEK293T cells, Vif self-association by quenched fluorescence, imaging, 24 h; inhibition, % at 7.49 µM; 0.35% of 340,000 active; AID 602346; in the data active means inhibition above about 50%, passing the limit was not always enough; further: some results filed as inactive read as strong as hits
H9c2 protect = protects H9c2 cardiomyocytes from peroxide injury; H2O2 injury protection, ATPLite, 2 h; protection from H2O2 cell death, % at 20 µM; 0.63% of 360,000 active;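 active means compounds giving at least 50% protection of heart cells from peroxide-induced death in the single-dose screen, raw or plate-pattern-corrected value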;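 further: 0% = DMSO wells with peroxide and 100% = DMSO wells without peroxide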
* = called active by the depositor; nt = not tested or not shown.

SMILES	hiPSC survival	HTR2A ag	aDG glyco act	Granule exo inh	CaV13 ICDI inh	PDI inh	ABCB6 inh MLPCN	Glyco luc inh	Vif inh	H9c2 protect
CCC(c1nnnn1CCc1ccccc1)N1CCN(C(=O)c2ccco2)CC1 (centres undefined)	-1.7	-5	0.0	-2	-4	-7	95	1	-2	8
C=CCc1cccc(/C=N/NC(=O)c2ccc3nc[nH]c3c2)c1O	0.4	6	0.9	0	-4	2	99	-7	-17	50*
Cc1ccccc1-c1ccc(C=Nc2c(C)n(C)n(-c3ccccc3)c2=O)o1	-0.8	-1	-0.1	4	-5	-1	101	-3	10	-7
COc1cc(C(=O)N2CCC(C(=O)Nc3cccc(C(C)=O)c3)CC2)cc(OC)c1OC	-2.2	-1	0.0	-1	-6	5	102	1	36	12
Cc1ccc2nc(-c3ccc(NC(=S)NC(=O)C(C)C)cc3)sc2c1	-2.6	5	-0.1	49	-8	11	99	-3	-5	-9
Cc1oc(-c2ccc(Cl)cc2)cc1C(=O)/C(C#N)=C/Nc1cccc(OC(F)(F)F)c1	-0.1	-3	0.0	-6	-20	-2	94	-1	20	-8
CC(C)CN(C(=O)c1cc(Cl)nc2ccccc12)C1CCS(=O)(=O)C1 (centres undefined)	-0.4	-4	-0.1	0	-5	2	96	-1	nt	3
Cc1ccccc1CC1(CO)CCCN(C(=O)CCC(F)(F)F)C1 (centres undefined)	0.3	6	0.0	1	-4	-5	90	0	-3	3
C=CCn1cnc2scc(-c3ccc(C)c(C)c3)c2c1=O	-1.5	-5	0.0	1	-4	3	101	-3	-6	-3
O=C1CCCCC1(CCc1ccncc1)CCc1ccncc1	0.2	-2	1.1	17	-5	-14	97	4	-8	-5
CCOc1ccc(C2CC=C(C(C)=O)CN2S(=O)(=O)c2ccc(C)cc2)cc1 (centres undefined)	2.7	-4	0.2	2	-4	nt	99	2	2	-6
O=C(c1ccc(F)cc1Cl)N(c1ccccn1)C1CCCCC1	0.5	-1	0.0	0	-2	0	79	-1	-1	-2
Clc1ccccc1Sc1cnc2ccccc2n1	-0.5	0	-0.1	0	nt	-12	97	-3	-5	-6
Cc1ccc(C)c(N(C(=O)CNC(=O)c2ccco2)C(C(=O)NCC2CCCO2)c2ccccc2)c1 (centres undefined)	-0.3	-3	-0.1	7	-6	-4	92	-1	3	18
CCOC(=O)N1CCN(C(=O)CCn2c(=O)[nH]c3ccsc3c2=O)CC1	-0.5	-3	0.1	0	-15	0	98	1	4	3
N#C/C(=C(/O)COC(=O)CCC1CCCCC1)c1nc2ccccc2[nH]1	14	2	1.1	1	-4	-8	101	1	0	-20
Cc1cccc(C)c1NC(=O)C(c1ccccc1)N1CCC1=O (centres undefined)	0.7	2	0.0	3	-5	8	96	-1	-11	-2
Cn1c(=O)c(C(=O)NNC(=O)c2ccc(Br)cc2)c(O)c2ccccc21	-0.3	0	0.0	-9	-3	-4	103	3	-14	-16
CC1(c2nc3ccccc3[nH]2)c2ccccc2C(=O)N1C1CC1 (centres undefined)	0.7	-2	0.0	10	-7	nt	99	nt	nt	nt
COCCCN1C(=O)c2ccc(C(=O)NCCc3ccccc3)cc2C1=O	0.4	-2	-0.1	3	-2	3	100	2	0	2
CCC(CC)c1nnc(NC(=O)CCc2ccccc2)s1	0.4	-4	0.1	-3	-2	15	99	-2	-2	-8
Cc1ccn2c(CNCc3cnn(C)c3)c(C(=O)N3CCCCCC3)nc2c1	-0.4	-3	0.0	0	-2	3	97	-1	-2	2
COc1ccc(/C=N/N2C(=O)CN(C(=O)c3ccccc3)C2c2ccc(OC)cc2)cc1 (centres undefined)	-0.6	1	-0.1	0	-5	9	101	-3	6	2
O=C1NC(=O)C2(CCCCCCC2)N1	-0.6	-1	-0.1	-1	-9	-11	103	2	-1	-2

No new results follow: an excerpt of the list.
SMILES	hiPSC survival	HTR2A ag	aDG glyco act	Granule exo inh	CaV13 ICDI inh	PDI inh	ABCB6 inh MLPCN	Glyco luc inh	Vif inh	H9c2 protect
O=C1CCCCC1(CCc1ccncc1)CCc1ccncc1	0.2	-2	1.1	17	-5	-14	97	4	-8	-5
CCOc1ccc(C2CC=C(C(C)=O)CN2S(=O)(=O)c2ccc(C)cc2)cc1 (centres undefined)	2.7	-4	0.2	2	-4	nt	99	2	2	-6
O=C(c1ccc(F)cc1Cl)N(c1ccccn1)C1CCCCC1	0.5	-1	0.0	0	-2	0	79	-1	-1	-2
Clc1ccccc1Sc1cnc2ccccc2n1	-0.5	0	-0.1	0	nt	-12	97	-3	-5	-6
Cc1ccc(C)c(N(C(=O)CNC(=O)c2ccco2)C(C(=O)NCC2CCCO2)c2ccccc2)c1 (centres undefined)	-0.3	-3	-0.1	7	-6	-4	92	-1	3	18
CCOC(=O)N1CCN(C(=O)CCn2c(=O)[nH]c3ccsc3c2=O)CC1	-0.5	-3	0.1	0	-15	0	98	1	4	3
N#C/C(=C(/O)COC(=O)CCC1CCCCC1)c1nc2ccccc2[nH]1	14	2	1.1	1	-4	-8	101	1	0	-20
Cc1cccc(C)c1NC(=O)C(c1ccccc1)N1CCC1=O (centres undefined)	0.7	2	0.0	3	-5	8	96	-1	-11	-2
Cn1c(=O)c(C(=O)NNC(=O)c2ccc(Br)cc2)c(O)c2ccccc21	-0.3	0	0.0	-9	-3	-4	103	3	-14	-16
CC1(c2nc3ccccc3[nH]2)c2ccccc2C(=O)N1C1CC1 (centres undefined)	0.7	-2	0.0	10	-7	nt	99	nt	nt	nt

The list goes on:
SMILES	hiPSC survival	HTR2A ag	aDG glyco act	Granule exo inh	CaV13 ICDI inh	PDI inh	ABCB6 inh MLPCN	Glyco luc inh	Vif inh	H9c2 protect
Cc1cc(NC(=O)c2c(Cl)cccc2Cl)no1	-0.5	8	0.2	-4	-4	-3	96	2	3	-4
Cc1cc(C(F)F)n2nc(C(=O)Nc3cccc(S(=O)(=O)N4CCOCC4)c3)nc2n1	-0.4	2	-0.3	-4	-3	-5	99	1	nt	-1
CCc1nnc(NC(=O)CSc2nnc(-c3ccoc3C)n2-c2ccccc2)s1	-0.4	0	0.6	0	-5	2	82	0	nt	18
Cc1cc(CN(C)C(=O)c2ccc(OC3CCN(S(=O)(=O)N(C)C)CC3)cc2)n[nH]1	-0.4	-3	0.0	-4	-2	0	102	-2	6	-8
COc1ccc(-c2csc(C(C)(O)c3ccc(F)c(F)c3)n2)cc1 (centres undefined)	0.2	15*	0.2	-11	-6	0	95	-2	-14	-15
Cn1c(CSCc2ccccc2)n[nH]c1=S	1.3	-2	-0.4	0	-5	-3	82	4	-10	-3
O=C(NNC(=O)c1csc(-c2cnccc2C(F)(F)F)n1)c1ccc(C(F)(F)F)cc1	-0.4	-3	-0.1	2	-4	-4	93	2	21	14
Cc1nc(C)c(-c2csc(N)n2)s1	0.0	10	-0.1	-3	-3	1	95	1	-2	0
COc1ccc(-n2c(C)nc3c(cnn3-c3ccccc3)c2=O)cc1	0.0	-1	0.3	0	-4	0	97	0	-23	-3
Cc1ccccc1NC(=O)c1cnn(-c2ccccc2)c1NC(=O)c1ccco1	-0.1	8	-0.1	7	-6	-3	95	-1	1	5
CN(C)c1ccc(/C=N/N2C(=S)SC(C)(C)C2N(O)C(=O)Nc2ccc([N+](=O)[O-])cc2)cc1 (centres undefined)	-0.2	-4	-0.2	-3	nt	-42	91	-2	0	-6
Cc1ccc(S(=O)(=O)[N-]c2nc3ccccc3nc2-[n+]2cc(C)cc(C)c2)cc1	-0.5	-5	-0.1	-2	1	7	96	-1	8	-1
CC(CCc1ccccc1)NCc1ccncc1 (centres undefined)	2.2	14	-0.1	0	-5	12	100	0	-3	16
COC(=O)c1cc(=O)n2c(-c3ccc(OC)cc3)csc2n1	5.5	4	0.0	-2	nt	10	96	1	3	-1
Cn1c(SCC(=O)NCc2cccs2)nnc1-c1ccc(S(=O)(=O)N2CCCC2)cc1	-1.1	-1	-0.4	3	-5	-2	95	-2	nt	-1
O=C(CSc1n[nH]c(=O)[nH]c1=O)Nc1c(Cl)cc(Cl)cc1Cl	-1.3	3	-0.1	4	-6	-2	102	-1	2	-4
CSc1cccc(NC(=O)c2[nH]c(C)c(C(C)=O)c2C)c1	0.6	-15	0.0	4	-7	-3	98	7	-8	-2
Cn1nnnc1SCCNC(=O)C1CCC(=O)N(CCc2ccccc2)C1 (centres undefined)	0.1	-3	-0.1	0	-2	0	102	3	-3	1
C[C@H](O)[C@@H]1C(=O)N2CCc3c([nH]c4ccccc34)[C@@H]2C[C@@H]1N(C)C(=O)Nc1cc(Cl)cc(Cl)c1	1.9	3	0.7	-3	-6	-1	97	3	nt	-22
Cc1ccc(C)c(C(=O)CN2C(=O)c3ccccc3S2(=O)=O)c1	2.1	-1	0.0	-2	nt	5	88	-18	-3	4
CN1CCN(C2=Cc3ccccc3Sc3cc(F)ccc32)CC1	-1.0	-7	2.1	8	-5	7	92	-3	-3	7
C=CCn1c(SCC(N)=O)nc2nc3c(cc2c1=O)COC(C)(C)C3	0.9	5	-0.1	1	2	11	93	0	7	1
CC(C)N1CCCC(C)(C(=O)Nc2cccc(Oc3ccccc3)c2)C1 (centres undefined)	5.5	1	0.3	1	-3	-3	97	-5	3	-2
CC(Cc1c[nH]c2ccccc12)C(=O)NCc1ccco1 (centres undefined)	0.5	3	0.1	-6	-4	2	96	4	-5	-2
O=C(O)c1cccc(CSc2nc(-c3ccccc3)cc(C(F)(F)F)n2)c1	2.9	2	0.0	2	-4	-12	97	2	-2	-5
CCOc1ccc(NS(=O)(=O)c2ccc3[nH]c(=O)c(=O)[nH]c3c2)cc1	1.4	6	-0.4	-2	-4	-5	99	0	0	7
CC(C)(C)C1CCC(C(=O)NNC(=O)c2ccncc2)CC1 (centres undefined)	-0.4	7	0.2	6	-6	-5	102	-1	-5	15
O=C(c1coc(=O)c(Br)c1)N1CCCc2ccccc21	-1.2	1	-0.1	3	nt	2	111	-2	2	-4
CSc1nc(N(C)C)nc(N(C#N)CCOC(C)=O)n1	-0.4	3	0.4	-2	3	-4	95	0	12	1
CCOC(=O)[C@H]1[C@H]2COc3ccc(OC)cc3[C@@H]2N2C(=O)CN(Cc3ccc(Cl)cc3)C(=O)[C@@]12C	0.7	1	-0.2	-2	-11	5	97	0	9	6
CN1CCc2c(sc3c2C(=O)NC(c2ccc4c(c2)OCO4)N3)C1 (centres undefined)	-0.6	-1	0.1	8	-4	5	94	0	4	11
Cc1ccc2nc(/C(C#N)=N/O)[nH]c2c1	-1.9	7	0.8	2	nt	-11	100	0	6	-5
CC(=O)C1=CCC(c2ccccc2)N(S(C)(=O)=O)C1 (centres undefined)	3.1	8	2.6	2	-5	nt	100	1	nt	9

This is a random part of the collection; about 3.1% have a hit in one of these screens.
